Compound activity as filed in PubChem.
beta cell repl: induces beta-cell replication in MIN6 cells; MIN6 cells proliferation, ATPlite luminescence, 48 h; cells starved in 0.2% serum; 100% = growth in 10% serum; proliferation, % at 10 µM; 0.29% of 330,000 active;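 active = compounds whose signal lies at least 3.5 SD above the mean of all wells on their plate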;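 note: 0% = DMSO-treated cells in low-serum medium and 100% = 10% serum control; some compounds called inactive have numbers as strong as hits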
SENP1 inh: SENP1 (human) catalytic domain inhibition; Q9P0U3; recombinant SENP1 catalytic domain, CyPet-SUMO1-YPet FRET cleavage; inhibition, % at 10 µM; 0.21% of 360,000 active;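 active = inhibition at least 30% at 10 µM, raw YFP signal under a set limit, fluorescence ratio 0.5 to 1.5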;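 note: 0% = enzyme with DMSO and 100% = no enzyme wells; some results filed as inactive read as strong as hits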
Target sequence (Q9P0U3 419-644 limits assumed): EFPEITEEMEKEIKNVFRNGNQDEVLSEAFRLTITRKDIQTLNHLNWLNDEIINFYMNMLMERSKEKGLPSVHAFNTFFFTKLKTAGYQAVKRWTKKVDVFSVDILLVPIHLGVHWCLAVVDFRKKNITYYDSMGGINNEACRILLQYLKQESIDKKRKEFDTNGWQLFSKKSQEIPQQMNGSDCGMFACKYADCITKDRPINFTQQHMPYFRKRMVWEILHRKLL
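system = hSENP1 catalytic domain, recombinant | reagent = SFCypet-SUMO1-SFYpet substrate at 25 nM | doses = one dose per compound, 10 µM, 0.5% DMSO | incubation = enzyme reaction for 50 min at room temperature, dark | measured by = FRET, CFP and YFP emission | controls = no-enzyme low, enzyme-DMSO high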
mIAP activ: increases mouse intestinal alkaline phosphatase activity; activation factor at 10 µM; muIAP, CDP-Star luminescence, 30 min; active compounds read high; 1 = vehicle-only enzyme signal, 0 = enzyme-free wells; 0.24% of 330,000 active; AID 2805;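 active = activation factor of at least 2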; note: the source names both 10 and 20 µM as test concentration; values of inactives mirror those of a sister screen read the other way
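System: mouse IAP enzyme. Reagent: CDP-Star chemiluminescent phosphatase substrate. Benchmarks: DMSO wells, no-enzyme wells. Times: 30 min enzyme-substrate-compound incubation at room temperature. Detection: luminescence from enzymatic CDP-Star hydrolysis. Doses: test compounds delivered from DMSO solution.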
NALP3 yeast inh: blocks the NALP3 inflammasome reconstituted in yeast. Yeast reconstituted NLRP3/ASC/caspase-1, beta-gal luminescence, 24 h. inhibition, % at 10 µM. 0.39% of 330,000 active;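 active = inhibition of 50% or more; inactive = inhibition below 50%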;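 note: plate controls were induced DMSO wells for no effect and uninduced yeast grown without galactose for full effect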
A3G deaminase: APOBEC3G (human) deaminase inhibition | inhibition, % at 20 µM | Q9HC16 | recombinant A3G, ssDNA deamination FAM/TAMRA fluorescence | 0.28% of 330,000 active;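 active = inhibition of at least 40% at 20 µM, with no more than 30% in the related APOBEC3A deaminase screen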;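 note: plate controls were DMSO wells with A3G for no effect and wells lacking A3G enzyme for full effect; some compounds called inactive have numbers as strong as hits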
mIAP block: blocks mouse intestinal alkaline phosphatase; inhibition, % at 10 µM; 0.2% of 330,000 active; purified mouse IAP, CDP-Star luminescence, 30 min;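 active = inhibition of at least 40% at 10 µM in the primary screen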;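 note: plate controls were DMSO with enzyme for no effect and no enzyme wells for full effect; values of inactives mirror those of a sister screen read the other way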
hIAP act: human IAP activation. activation factor at 10 µM. 0.16% of 330,000 active. AID 2524. purified human IAP, CDP-Star luminescence, 30 min; active compounds read high; 1 = vehicle-only enzyme, 0 = enzyme-free background. P09923;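 active = activation factor of the enzyme at least 2-fold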; note: the source names both 10 and 20 µM as test concentration; values of inactives mirror those of a sister screen read the other way
Target sequence (P09923 whole entry, looked up): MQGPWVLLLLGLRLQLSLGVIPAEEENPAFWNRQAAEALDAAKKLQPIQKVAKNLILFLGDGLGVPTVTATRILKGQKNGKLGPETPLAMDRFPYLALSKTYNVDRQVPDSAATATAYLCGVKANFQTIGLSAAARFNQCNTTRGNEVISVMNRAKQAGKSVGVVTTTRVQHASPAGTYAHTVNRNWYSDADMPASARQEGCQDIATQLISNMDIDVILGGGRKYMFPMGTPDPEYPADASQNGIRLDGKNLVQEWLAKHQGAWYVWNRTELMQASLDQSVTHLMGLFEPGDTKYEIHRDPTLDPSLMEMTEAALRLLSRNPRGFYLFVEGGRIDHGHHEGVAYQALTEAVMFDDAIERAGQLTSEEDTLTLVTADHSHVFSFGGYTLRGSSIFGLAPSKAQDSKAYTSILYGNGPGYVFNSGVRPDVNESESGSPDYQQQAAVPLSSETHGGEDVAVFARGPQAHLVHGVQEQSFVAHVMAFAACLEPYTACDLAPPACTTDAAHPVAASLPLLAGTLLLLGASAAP
hIAP inh: human IAP inhibition | purified IAP, CDP-Star luminescence, 30 min | inhibition, % at 10 µM | 0.12% of 330,000 active;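 active = inhibition reaching a set limit with compound at 10 µM in the primary screen, cut at about 35% in these data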;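 note: plate controls were DMSO wells with enzyme for no effect and no-enzyme buffer wells for full effect; values of inactives mirror those of a sister screen read the other way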
A3A deaminase: blocks human APOBEC3A ssDNA deamination; P31941; recombinant A3A, FAM/TAMRA ssDNA deamination fluorescence; inhibition, % at 20 µM; 0.41% of 330,000 active;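 active = at least 40% inhibition at 20 µM here, with at most 30% in a related deaminase screen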;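 note: plate controls were A3A with DMSO for no effect and wells lacking A3A enzyme for full effect; some results filed as inactive read as strong as hits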
Target sequence (P31941 whole entry, looked up): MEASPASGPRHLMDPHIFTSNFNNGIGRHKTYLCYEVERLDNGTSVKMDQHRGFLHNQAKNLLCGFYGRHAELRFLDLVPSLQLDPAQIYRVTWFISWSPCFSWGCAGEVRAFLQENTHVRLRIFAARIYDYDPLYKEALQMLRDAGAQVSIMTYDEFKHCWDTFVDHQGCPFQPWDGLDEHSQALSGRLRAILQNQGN
* hit, by the source's call; · = not tested or not shown. An excerpt; count on the stated rates, not on these rows.

Start of the data: the first two compounds, to show the layout:
SMILES	beta cell repl	SENP1 inh	mIAP activ	NALP3 yeast inh	A3G deaminase	mIAP block	hIAP act	hIAP inh	A3A deaminase
CC(C)NC(=O)NC(=O)CSc1ccc(S(=O)(=O)N2CCCC2)cn1	-1	2	1	13	-6	-4	0.94	6	2
O=C(COc1cccc(Cl)c1Cl)Nc1ccc2c(c1)CCC2	-2	3	1	25	-8	-1	1.1	-11	-6

The list itself, from the start:
SMILES	beta cell repl	SENP1 inh	mIAP activ	NALP3 yeast inh	A3G deaminase	mIAP block	hIAP act	hIAP inh	A3A deaminase
CC(C)NC(=O)NC(=O)CSc1ccc(S(=O)(=O)N2CCCC2)cn1	-1	2	1	13	-6	-4	0.94	6	2
O=C(COc1cccc(Cl)c1Cl)Nc1ccc2c(c1)CCC2	-2	3	1	25	-8	-1	1.1	-11	-6
CCOC(=O)NNc1ccc(C(F)(F)F)cn1	-1	1	1	-3	-8	-2	0.94	6	-4
CC1(C)Oc2ccc(C(=O)Nc3ccccc3F)cc2N(CC(=O)N2CCOCC2)C1=O	0	2	0.91	3	-6	10	0.84	16	-1
COc1ccc(C2C(C#N)=C(N)Oc3c2ccc2cccnc32)cc1OC (stereo not given)	-5	-4	0.99	18	-5	1	1.1	-10	-8
COc1cccc2oc3cc(C#Cc4ccccn4)ccc3c(=O)c12	-2	·	0.98	29	-8	2	0.88	12	-1
CC(C)(C)c1ccc(C(=O)N/C(=C\c2ccco2)C(=O)Nc2ccccc2C(=O)O)cc1	-1	-26	1	6	-1	-2	0.91	9	10
CCOC(=O)C1C(C)=CC(=O)CC1c1ccco1 (stereo not given)	-1	2	0.93	-3	-7	7	0.96	4	-14
O=C(NCCc1ccccc1F)C1CCCN(c2nc3ccccc3s2)C1 (stereo not given)	4	3	1.1	36	-4	-14	1.1	-6	-3
CC1CCCN(C(=S)Nc2ccc(F)cc2)C1 (stereo not given)	1	4	1	7	0	-2	0.97	3	4
CCOc1ccccc1NC(=O)CCn1cccc1	-1	2	1	28	-11	-1	1.1	-5	0
COC(=O)c1ccc(CN2CCCC(C(=O)Nc3cccc(-n4cccn4)c3)C2)cc1 (stereo not given)	1	-2	1.1	18	5	-7	1	-2	2
Nc1nc(Nc2ccccc2)sc1C(=O)c1ccccc1	-2	-8	0.84	29	-7	16	0.97	3	-4
Cc1c(-n2c(O)c(C3=c4ccccc4=NC3=O)sc2=S)c(=O)n(-c2ccccc2)n1C	0	2	0.88	11	-3	12	0.94	6	1
Cc1cc(C)c2c(c1)/C(=N/NS(=O)(=O)c1ccc(Br)cc1)CCC2	-2	0	0.86	13	-4	14	1.1	-15	-2
O=C(NCC(=O)N(c1ccc2c(c1)OCO2)C(C(=O)NC1CCCC1)c1ccncc1)c1ccco1 (stereo not given)	2	1	0.92	-1	-2	8	0.96	4	21
CC(=O)Nc1cccc(NC(=O)C2CC(=O)N(CCc3ccc(F)cc3)C2)c1 (stereo not given)	-1	1	0.97	16	-14	3	0.88	12	-3
COc1ccc(OC)c(/C=N/NC(=O)CC(=O)NC2CCCCC2)c1	0	0	0.91	1	-9	9	0.92	8	-5
Cc1nnc(SCC(=O)Nc2ccc(C(N)=O)cc2)n1-c1ccccc1	6	-9	1	-6	-10	-3	1	-1	-2
Cc1cc(Cl)ccc1OCCCC(=O)Nc1cccc(-n2cnnn2)c1	-4	0	1.2	11	0	-17	1	-2	2
CC(C)C(Nc1ncnc2c1oc1ccccc12)C(=O)O (stereo not given)	-3	1	0.98	4	-5	2	1	0	2
CC1=C(C(=O)OCc2ccc(C)cc2)C(c2ccc(O)c([N+](=O)[O-])c2)NC(=O)N1 (stereo not given)	2	0	0.87	4	-4	13	0.79	21	-3
Cc1cc(OCC(=O)Nc2ccc3oc(=O)ccc3c2)ccc1Cl	-4	0	0.99	18	-3	1	0.96	4	-3
S=C(NCC1CCCO1)Nc1ccccc1Cl (stereo not given)	0	2	1	1	-5	0	1.1	-10	2
OCCOCCn1c(C(CO)Nc2nc(-c3cccc(Br)c3)cs2)nc2ccccc21 (stereo not given)	-3	1	0.98	9	-13	2	1.1	-8	-8
CC1(C)Oc2ccc3ccc(=O)oc3c2-c2cn[nH]c21	-2	-1	1	25	24	-4	1.1	-6	59*
CC(=O)Nc1ccc2nc(-c3ccccc3)cn2c1	-3	4	1.1	3	6	-5	1.2	-15	4
CC1CCN(CC(C)CNC(=O)c2cc(-c3ccccn3)nc3ccccc23)CC1 (stereo not given)	-5	1	1	-5	-8	0	1.2	-22	0
CC(=O)N1CCOc2ccc(S(=O)(=O)N3CCC(C(=O)Nc4ccc(F)cc4)CC3)cc21	-3	0	1.2	0	0	-24	0.94	6	-1
COc1cc(OC)cc(C(=O)NCc2n[nH]c(=S)n2-c2ccccc2OC)c1	-3	1	0.89	0	12	11	0.96	4	-8
O=S(=O)(NCc1ccccc1)c1cccc2nonc12	-3	2	1.1	12	-6	-7	1	-2	-2
O=C(COc1ccc(Cl)cc1Br)Nc1cccc(S(=O)(=O)N2CCCC2)c1	-2	2	1.5	11	-3	-51	1.1	-6	-2
CCc1nnc(NS(=O)(=O)c2ccc(N=Cc3c(C)[nH]n(-c4cccc(Cl)c4)c3=O)cc2)s1	0	1	0.98	7	-4	2	1.1	-8	0
CC(O)c1cccc(NC(=O)CC(c2ccccc2)c2ccccc2)c1 (stereo not given)	-3	3	1.1	23	-2	-13	1.2	-19	-5
Cc1ccc(-c2nnn(CC(=O)N(CC(=O)NCc3ccccc3)c3cccc(C)c3C)n2)o1	-2	2	1.1	-9	-6	-8	1	-2	-5
CCOC(=O)c1oc2ccccc2c1CSc1nnnn1-c1ccc(OC)cc1	1	0	1.1	-7	-4	-5	1.2	-16	-2
O=C(COc1ccc(Cl)cc1)Nc1ccc(C(=O)NCc2cccnc2)cc1	-6	-1	0.94	5	-6	6	0.96	4	-3
COc1cccc(C(=O)NCCS(=O)(=O)N2CC(C)CC(C)C2)c1 (stereo not given)	-3	-1	1.1	6	-2	-6	0.96	4	1
CCCc1c(NC(=O)Nc2ccc(Cl)cc2Cl)cnn1-c1ccccc1	-3	0	1.7	15	1	-74	1.4	-42	0
CC1(NC(=O)c2cccc(S(=O)(=O)N3CCN(c4ccccc4)CC3)c2)CCS(=O)(=O)C1 (stereo not given)	-5	-1	1.1	-1	-12	-6	1.1	-10	1
Fc1ccc(/C=N/Nc2ccccn2)cc1	2	1	0.9	-17	-9	10	1	-1	-2
COc1ccc(NC(=O)C(=O)NCC(=O)Nc2cc(OC)ccc2OC)cc1	-3	0	1	10	8	-2	1.1	-5	2
Cc1cccc(C(=O)OCC(=O)NC2CCCCCCC2)c1	3	-3	0.93	19	3	7	1	-4	0
CCOc1ccccc1NC(=O)CSc1nnc(CNC(=O)c2cc(OC)c(OC)c(OC)c2)o1	1	2	0.99	1	-9	1	1.3	-33	-12
Cc1cccc(C2=NN(c3ccccc3)[C@H](CO)[C@H]2c2ccccc2)c1	·	-28	2.2*	·	0	-120	·	·	2
Cc1ccc(NC(=O)c2ccc(-n3cccn3)nc2)cc1	1	3	0.95	22	-6	5	0.88	12	-3
O=C(Nc1ccccc1)C1=C[C@@H](c2csc3ccccc23)C[C@@H](OCc2ccc(CO)cc2)O1	-6	-1	0.98	23	-5	2	1	0	-3
Nc1c(S(=O)(=O)c2cccs2)c2nc3ccccc3nc2n1CCc1ccccc1	-6	·	1.1	6	-2	-6	1.2	-15	-3

4 entries from above, ordered by their value in mIAP block, low to high.
SMILES	mIAP block
CCCc1c(NC(=O)Nc2ccc(Cl)cc2Cl)cnn1-c1ccccc1	-74
COc1cccc(C(=O)NCCS(=O)(=O)N2CC(C)CC(C)C2)c1 (stereo not given)	-6
COc1ccc(NC(=O)C(=O)NCC(=O)Nc2cc(OC)ccc2OC)cc1	-2
CCOc1ccccc1NC(=O)CSc1nnc(CNC(=O)c2cc(OC)c(OC)c(OC)c2)o1	1

Next records follow.
SMILES	beta cell repl	SENP1 inh	mIAP activ	NALP3 yeast inh	A3G deaminase	mIAP block	hIAP act	hIAP inh	A3A deaminase
CSCCC(NC(=O)c1ccccc1)C(=O)N1CCN(C(c2ccccc2)c2ccccc2)CC1 (stereo not given)	-7	0	0.97	14	-13	3	1.4	-42	-3
Cc1ccc(-c2nc3ccccn3c2C=O)cc1	-1	-4	0.95	4	-9	5	0.95	5	-2
Cc1nn(-c2cc(C(F)(F)F)ccc2Cl)c2nc(C(F)(F)F)[nH]c(=O)c12	-3	2	1	-2	-2	-2	1.1	-5	1
CC(NC(=O)c1ccco1)C(=O)OCC(=O)c1ccc(Cl)s1 (stereo not given)	1	-1	0.88	10	-4	12	0.82	18	-1
Cc1ccccc1CSCc1nc(N)nc(Nc2ccccc2C)n1	5	2	0.91	16	-3	10	0.9	10	2
C=C(C)CN(CC)C(=O)CSc1ccc(S(=O)(=O)N2CCN(Cc3ccccc3)CC2)cn1	-2	0	1.1	-2	-7	-8	0.9	10	-3
COc1ccc(C(=O)n2nc(-c3ccc(OC)cc3)nc2N)cc1	0	5	0.94	6	-1	6	0.91	9	-2
COc1cccc(/C=C/C(=O)c2c(O)cc(C)oc2=O)c1O	-2	-45	0.96	10	-1	4	1.1	-15	1
CC(C)(C)c1ccc(C(=O)NCc2cccnc2)cc1	-2	1	0.99	-1	-3	1	0.88	12	2
CCOc1cc(/C=C2/C(=N)N3C(=NC2=O)SN=C3S(C)(=O)=O)ccc1OS(=O)(=O)c1ccccc1	-5	-100	0.94	0	-2	6	0.92	8	1
O=C(CCCCCn1c(=S)[nH]c2ccc(N3CCOCC3)cc2c1=O)NCc1ccccc1	-1	-27	0.97	3	-5	3	1.1	-8	-4
COc1ccc(OCC(=O)Nc2ccc(N3CCN(C(=O)c4ccccc4)CC3)c(Cl)c2)cc1	-6	0	1.2	25	-11	-22	1.4	-42	-2
Cc1sc2nc(SCc3nc4ccccc4[nH]3)n(Cc3ccco3)c(=O)c2c1C	0	-23	1.1	-8	-6	-10	0.87	13	0
CCCc1nnc(NC(=O)CCC(=O)N2CCN(Cc3ccccc3)CC2)s1	-2	-2	1	8	1	-4	1.1	-15	1
COc1cc2nc(Nc3ccc(F)cc3)nc(N)c2cc1OC	-5	0	0.95	-6	-7	5	1.2	-24	-2
O=C(CSc1ccccn1)N/N=C/c1cc([N+](=O)[O-])ccc1O	0	-1	0.8	12	-3	20	1.2	-22	3
O=C(/C=C/NNC(=O)c1ccccc1)c1ccc([N+](=O)[O-])cc1	-5	3	0.87	21	-4	13	1.1	-10	1
CCOc1ccc(C(C(=O)NC2CCCC2)N(C(=O)c2snc(C(N)=O)c2N)C2CCCC2)cc1 (stereo not given)	1	-7	0.91	6	-9	10	0.8	20	-5
Cc1ccccc1NC(=O)c1nc2nccc(C)n2n1	-4	-1	1.2	4	-3	-18	1.1	-7	-8
CC1=NNC(=O)C1CCC(=O)N/N=C/c1ccc(Cl)cc1Cl (stereo not given)	-1	1	0.99	9	-9	1	1.1	-10	-2
O=C(Cn1nc(Cc2ccncc2)c2ccccc2c1=O)Nc1cccnc1Cl	2	2	0.99	3	-5	1	1.1	-14	3
O=C(COC(=O)c1cc([N+](=O)[O-])ccc1Cl)NCCc1ccccc1	0	1	1	14	-5	0	0.85	14	1
CCN(c1ccccc1)S(=O)(=O)c1c(C)noc1C	-1	2	1	2	-4	-5	0.97	3	-2
